tuberculosis growth – growth inhibition of non-replicating M. tuberculosis (AID 488890). inhibition, % at 25 µM; hits with a dose series show IC50 in µM. Mycobacterium tuberculosis non-replicating, growth inhibition; higher % means a stronger effect. actives 0.39% (n = 320,000); in the data active = a potency from the dose series; inconclusive = inhibition mostly from about 82% at the one dose, without a potency; inactive = the rest, 99 in 100 with inhibition below about 76%;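 also: plate controls were DMSO cells for no effect and high antibiotic wells for full effect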
M. tuberculosis HTS – M. tuberculosis growth inhibition, HTS (AID 449762). actives 0.59% (n = 330,000). one-dose inhibition, % at 25 µM; IC50 in µM for titrated hits. M. tuberculosis H37Rv growth inhibition, 7H9 media; higher % means a stronger effect; in the data active = a potency from the dose series; inconclusive = inhibition above about 70% without an active follow-up result;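 also: bacterial growth assessed after seven days of incubation; strong numbers were not always called active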
H1N1 NS1A inhibition – H1N1 influenza NS1A inhibitors, functional cell based assay (AID 504329); actives 0.3% (n = 340,000); one-dose inhibition, % at 12.5 µM; IC50 in µM for titrated hits; NS1A functional cell-based assay, percent inhibition; higher % means a stronger effect; in the data active = a potency from the dose series; inconclusive = inhibition above about 27% without an active follow-up result; also: strong numbers were not always called active
VEEV TC-83 Vero – inhibitors of VEEV TC-83 cytopathic effect, confirmation, Vero cells (AID 588727); Vero cells, VEEV TC-83 cytopathic effect inhibition; higher % means a stronger effect; inhibition, % at 20 µM; hits with a dose series show IC50 in µM; actives 0.13% (n = 350,000); in the data active = a potency from the dose series; inconclusive = inhibition mostly from about 14% at the one dose, without a potency; inactive = the rest, 99 in 100 with inhibition below about 12%; also: strong numbers were not always called active
Salmonella PhoP GFP – PhoP regulon inhibitors, Salmonella typhi PhoP promoter GFP reporter, confirmatory (AID 1850); Salmonella Typhi PhoP-promoter GFP reporter, fluorescence, 4 h; higher % means a stronger effect; one-dose inhibition, % at 50 µM; IC50 in µM for titrated hits; actives 0.33% (n = 310,000); in the data active = a potency from the dose series; inconclusive = inhibition mostly from about 25% at the one dose, without a potency; inactive = the rest, 99 in 100 with inhibition below about 19%;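 also: 0% = induced wells with vehicle and 100% = uninduced wells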
VEEV TC-83 Vero 10K pilot screen – recorded beside VEEV TC-83 Vero, whose call it bears; inhibition, %; measured here: 10K pilot screen inhibition
Active calls of the source: *; i = inactive; ? = inconclusive; · = no result given. This is a random part of the collection. Share with any hit: about 1.4%.

SMILES | tuberculosis growth | M. tuberculosis HTS | H1N1 NS1A inhibition | VEEV TC-83 Vero | Salmonella PhoP GFP | others
Cc1ccc(NC(=O)C2CCCN(S(=O)(=O)c3ccc4[nH]c(=O)ccc4c3)C2)cc1C (stereo not given) | -6% | -7% | 9% | i | -14%
CC1=C(C(=O)OCc2ccccc2)C(c2ccccc2[N+](=O)[O-])NC(=O)N1C (stereo not given) | -6% | 0% | -11% | 0.4% | -6%
O=C1OC(c2ccccc2)(c2ccc(O)cc2)c2ccccc21 (stereo not given) | · | · | 0% | i | ·
CCc1ccc(CN(C)Cc2nc(Cc3ccc(OC)c(OC)c3)no2)nc1 | 6% | -1% | -105% | i | -2%
CCOC(=O)c1sc(=N)n(-c2ccc(OC)cc2)c1C | 24% | -3% | 12% | 1.6% | -16%
O=C(CNS(=O)(=O)c1ccccc1)OCC(=O)c1cccc([N+](=O)[O-])c1 | -9% | -2% | -6% | i | -1%
O=C(Cn1nnc2ccccc21)NNC(=O)c1ccccc1 | -3% | -1% | 0% | 0.1% | -5%
O=C(CCc1nnc(CCc2ccccc2)o1)N1CCCCC1CCn1cccn1 (stereo not given) | -8% | -4% | 8% | 2.1% | -2%
COc1ccccc1-n1cc(C(=O)NCC(=O)N2CCN(Cc3ccccc3)CC2)c2ccccc2c1=O | -1% | 3% | -1% | 2.3% | 6%
O=S(=O)(c1ccc(Br)cc1)n1ccc2ccccc21 | 34% | 1% | 4% | i | -11%
NC(=O)c1c(NC(=O)Cn2cnc([N+](=O)[O-])n2)sc2c1CCCC2 | 10% | -8% | -10% | i | -5%
O=C(/C=C/c1ccccc1)NC(=S)Nc1ccc2c3c(cccc13)CC2 | 11% | -26% | -5% | 3.7% | 3%
O=S(=O)(c1ccc(Cl)cc1)N1CCN2CCCC2C1 (stereo not given) | 2% | 2% | -3% | i | 4%
Oc1cccc(Nc2nc(-c3ccccc3Cl)nc3ccccc23)c1 | 2% | 13% | 4% | 6.5% | -11%
CN(CC(=O)Nc1cccc(F)c1)C(=O)c1ccc(S(=O)(=O)N2CCCC2)cc1 | 1% | -7% | -10% | 1.5% | ·
Cc1cc(OCC(=O)NC2CCCCC2)ccc1Cl | 59% | -8% | 1% | i | 1%
COc1cc(OC)c(S(=O)(=O)Nc2ccc(C)cn2)cc1NC(C)=O | -12% | 3% | -6% | i | -6%
O=C(OCC(=O)N1CCCC1)c1ccc(Cl)c([N+](=O)[O-])c1 | 42% | -7% | -3% | 3.0% | 4%
CC(=O)Nc1ccc(NC(=O)c2ccc(COc3ccc4c(C)cc(=O)oc4c3)cc2)cc1 | -2% | 0% | · | · | -19%
Cc1ccc(N2C(=O)N(CC(=O)Nc3ccc(C)c(C)c3)C(=O)C2C)cc1 (stereo not given) | -2% | 6% | 7% | 2.9% | 2%
CC1CCN(S(=O)(=O)c2ccc(N=NC3=C(O)CC(C)(C)CC3=O)cc2)CC1 | 16% | 2% | 2% | 0.2% | 7%
COc1ccccc1C(=O)NCCn1cc(SCC(=O)NCc2ccco2)c2ccccc21 | 11% | -4% | -5% | 0.5% | -5%
O=C(NCCCN1CCCC1=O)c1ccc(OC(F)(F)F)cc1 | -9% | -5% | -20% | i | 1%
Cc1onc(-c2ccccc2Cl)c1C(=O)Nc1ccccc1N1CCOCC1 | 18% | -4% | -6% | 3.6% | -3%
COc1nc(C#N)nc(N(C)C)n1 | 21% | 8% | -2% | 2.9% | 2%
Later entries
SMILES | tuberculosis growth | M. tuberculosis HTS | H1N1 NS1A inhibition | VEEV TC-83 Vero | Salmonella PhoP GFP | others
COc1ccc(NC(=O)CCc2ccccc2)cc1S(=O)(=O)N1CCCCC1 | -7% | -5% | -20% | 1.5% | ·
O=[N+]([O-])c1ccc(NCCCNS(=O)(=O)c2ccccc2)cc1 | 38% | -7% | 7% | 2.6% | 6%
O=C(O/N=C/c1ccc(Cl)cc1)C1CCCCC1 | 5% | 5% | 1% | i | 7%
COc1ccc(NC(=S)N2CCCN(Cc3cc(C)ccc3C)C2)cc1 | 8% | -1% | 15% | 0.4% | -4%
CC(C)CCSc1nc(N)c(C#N)cc1C#N | 13% | -9% | 7% | i | -8%
Cc1ccc(S[C@@H](CCN2CC[C@H](C)CCC2=O)c2ccccc2)cc1 | -1% | 21% | -10% | 2.0% | -1%
CC(=O)N/C(=C/c1ccc(OS(=O)(=O)c2ccc(C)cc2)cc1)C(=O)NCCO | 11% | -8% | -10% | 0.3% | 0%
CC(C)CCNC(=O)COc1ccc(C(=O)c2ccccc2)cc1 | 73% | 3% | -10% | i | -5%
c1ccc(CCCCN2CCN=C2Nc2ccccc2)cc1 | -1% | -1% | -4% | 0.0% | 7%
CSc1ccccc1NC(=O)c1ccc(C)o1 | 10% | 0% | 3% | 4.1% | 1%
CN(C)CCCN(C(=O)c1ccc(S(=O)(=O)N(C)C2CCCCC2)cc1)c1nc2ccc(F)cc2s1 | -3% | -4% | 26% | ? | 6%
O=c1c(-c2cccc3ccccc23)[n+]([O-])c2ccccc2n1O | 34% | -10% | -4% | 0.9% | 4%
COc1ccc(/C=N/NC(=O)c2cc(O)c(O)c(O)c2)cc1Cn1cc([N+](=O)[O-])cn1 | · | · | 2% | 7.4% | ·
O=C(COC(=O)c1ccccc1Oc1ccccc1)NC1CCS(=O)(=O)C1 (stereo not given) | 13% | 5% | 11% | 1.8% | -9%
CCOC(=O)CC1C(=O)NCCN1c1nc2ccc(C)cn2c(=O)c1/C=C1\SC(=S)N(CC(C)C)C1=O (stereo not given) | 38% | 1% | 4% | 2.9% | -6%
O=[N+]([O-])c1cc(S(=O)(=O)N2CCCC2)ccc1N/N=C1/CCCc2ccccc21 | -10% | -15% | -2% | 1.4% | -6%
C=CCc1cccc2cc(C(=O)N3CCN(C(=O)c4ccccc4)CC3)c(=O)oc12 | 1% | -4% | 5% | 1.7% | 8%
CC1=CC(=O)C(C(C)C)=C/C1=N\OC(=O)c1cccc2nc(C)oc12 | 11% | -4% | -3% | 3.6% | -10%
Cc1nccn1CC(O)COc1ccc(Cl)cc1Cl (stereo not given) | 17% | -9% | -18% | i | 14%
COc1cc(/C=N/N2C(=O)CSC2=S)cc(Br)c1O | · | · | 12% | 0.1% | ·
CC(=O)Nc1cccc(C(=O)OCc2ccc([N+](=O)[O-])cc2)c1 | 74% | 1% | -5% | 0.6% | 6%
O=C(COC(=O)CNS(=O)(=O)c1ccc(Br)cc1Cl)NCCc1ccccc1 | -9% | -20% | -8% | 0.5% | -9%
CSc1nnc(-c2ccc(O)cc2)n1C | 9% | -8% | 4% | 4.2% | -18% | VEEV TC-83 Vero 10K pilot screen=1.3
CCOC(=O)Cn1c(=O)oc2cc(S(=O)(=O)N3CCN(c4ccccn4)CC3)ccc21 | 5% | -4% | 6% | 0.5% | ·
O=C(NCCCN1CCOCC1)c1cc(-c2ccc(Br)cc2)nc2ccccc12 | -10% | 50% | -5% | 9.5% | -2%

Some of these compounds in order of molecular weight, low to high.
SMILES | tuberculosis growth | M. tuberculosis HTS | H1N1 NS1A inhibition | VEEV TC-83 Vero | Salmonella PhoP GFP | others
O=C(COC(=O)c1ccccc1Oc1ccccc1)NC1CCS(=O)(=O)C1 (stereo not given) | 13% | 5% | 11% | 1.8% | -9%
O=[N+]([O-])c1cc(S(=O)(=O)N2CCCC2)ccc1N/N=C1/CCCc2ccccc21 | -10% | -15% | -2% | 1.4% | -6%
O=C(NCCCN1CCOCC1)c1cc(-c2ccc(Br)cc2)nc2ccccc12 | -10% | 50% | -5% | 9.5% | -2%

More results
SMILES | tuberculosis growth | M. tuberculosis HTS | H1N1 NS1A inhibition | VEEV TC-83 Vero | Salmonella PhoP GFP | others
CC(=O)Nc1ccc(NC(=O)CCC(=O)Oc2ccc(C)cc2)cc1 | -2% | -2% | -29% | 2.8% | 0%
COCCN(CC(=O)Nc1ccccc1C(F)(F)F)C(=O)/C=C/c1cc(Cl)c2c(c1)OCO2 | -7% | 7% | -17% | 1.0% | ·
Cc1ccc(S(=O)(=O)N(C)c2ccc(OCC(=O)OCc3c(C)noc3C)cc2)cc1 | ? | 48% | 23% | 0.0% | -1%
COc1ccc(-c2cc(C(=O)NNC(=S)NC(=O)c3c(-c4ccccc4)noc3C)[nH]n2)cc1 | -13% | 0% | 4% | 5.0% | -1%
COc1cc([C@@H]2c3cc4c(cc3[C@@H](O)[C@H]3COC(=O)[C@H]23)OCO4)cc(OC)c1O[Si](C)(C)C(C)(C)C | 8% | -3% | 5% | i | 9%
N#Cc1c(N)n(CCNC(=O)c2cccs2)c2nc3ccccc3nc12 | -8% | -1% | 4% | 8.9% | -8%
CC1CCN(C(=O)c2ccc(CNS(=O)(=O)c3ccc(C(C)(C)C)cc3)cc2)CC1 | 44% | 4% | -3% | 1.5% | ·
CN1CCN(S(=O)(=O)c2ccc(NC(=S)NC(=O)C3CCCC3)cc2)CC1 | 22% | -4% | -7% | i | 7%
Cc1cccc(Nc2nc(N)nc(CN3CCN(C)CC3)n2)c1 | 15% | -13% | -3% | i | 0% | VEEV TC-83 Vero 10K pilot screen=1.0
CCOc1cc2[nH]c(=O)n(CCC(=O)NCCc3ccccc3)c(=O)c2cc1OCC | 2% | 8% | -3% | 9.1% | 4%
CCC(C(=O)NC1CCCC1)N(C(=O)Cn1nnc(-c2ccc(C)o2)n1)c1cccc(OC)c1 (stereo not given) | -14% | -4% | 6% | 0.9% | -16%
NC1CCN(c2c(F)cc3c(=O)c(C(=O)O)cn(C4CC4)c3c2Cl)C1 (stereo not given) | 0.15µM* | ? | 7% | 1.0% | <0.23µM*
CCCCCCSc1nnc(N)s1 | 72% | ? | -1% | i | 5%
Cc1nn2c(-c3ccc(F)cc3)ccnc2c1Cl | -4% | 3% | -15% | i | -5%
CCOc1nc(-c2ccccc2O)nc2ccccc12 | -27% | 0% | -3% | i | 9%
CCCn1c(SCC(=O)NC)nnc1C(C)C | -3% | 3% | 3% | 2.2% | -4%
Cc1[nH]c2ccccc2c1CCN(Cc1cccnc1)C(=S)Nc1cccc(F)c1 | 39% | 51% | 6% | 8.1% | -6%
O=C(Cc1cccc2ccccc12)N/N=C/C=C/c1cccc([N+](=O)[O-])c1 | -8% | -6% | -2% | 2.7% | -6%
Fc1ccc(-c2nnc3sc(C4COc5ccccc5O4)nn23)cc1 (stereo not given) | 45% | ? | 6% | i | -6%
Cc1cn(S(=O)(=O)c2ccc(Cl)cc2)c(C)n1 | 11% | -4% | -5% | 4.6% | -9%
O=C(Nc1ccc(C(=O)O)cc1)/C(=C\c1ccc2c(c1)OCO2)NC(=O)c1ccc(Br)o1 | 6% | -10% | -5% | 1.4% | 2%
Cc1ccccc1CS(=O)(=O)c1ncc(Cl)c(C(=O)Nc2ccc(F)cc2)n1 | 70% | 1% | 4% | 11% | -3%
C=CCN1c2ccccc2[C@]23C[C@@H](C(=O)OC)N(C(=O)c4cc(C)oc4C)C2=NC(C(=O)OC)=C(C(=O)OC)[C@H]13 | 12% | 10% | · | · | -2%
OC(COc1ccc2c(c1)OCO2)CN1CCN(c2ccc(F)cc2)CC1 (stereo not given) | 56% | -3% | -1% | 0.8% | -6%
CCc1nnc(NS(=O)(=O)c2ccc(NC(=O)c3ccc(Cl)cc3)cc2)s1 | 27% | 11% | -12% | i | 3%
(continued)
SMILES | tuberculosis growth | M. tuberculosis HTS | H1N1 NS1A inhibition | VEEV TC-83 Vero | Salmonella PhoP GFP | others
Cc1cc(NC(=O)CSCC(=O)Nc2cc(C(F)(F)F)ccc2N2CCCCC2)no1 | · | · | -3% | 0.1% | ·
O=C(c1ccc(OC2CCN(CCc3ccccc3)CC2)cc1)N1CCCC1 | 4% | -12% | -4% | 0.1% | -4%
N=C1/C(=C/c2ccc(Br)o2)C(=O)N=C2SC(CC(=O)N3CCCC3)=NN12 | 22% | 5% | 2% | 2.0% | 0%
Cc1sc2nc(SCC(=O)Nc3cccc(C(=O)O)c3)[nH]c(=O)c2c1C | · | · | -8% | 1.6% | ·
COc1ccc(F)cc1S(=O)(=O)N1CCN(Cc2ccc3c(c2)OCO3)CC1 | -6% | -5% | -3% | 0.7% | -2%
CCN(CC(=O)Nc1c(F)cccc1F)C(=O)c1ccc(OCc2c(C)noc2C)cc1 | 5% | -8% | -7% | 2.6% | ·
CC(SCCc1ccccn1)C(=O)O (stereo not given) | 70% | 0% | -2% | 0.9% | -10%
COc1ccc(S(=O)(=O)N2CCCCC2)cc1NC(=O)Cn1c(=O)cnc2ccccc21 | -6% | -3% | 20% | 1.8% | -2%
Cc1onc(-c2ccccc2Cl)c1C(=O)N1CCN(c2cccc(Cl)c2)CC1 | · | -2% | -1% | 3.2% | 1%

Bioassay records deposited in PubChem by Southern Research Specialized Biocontainment Screening Center.
